Screens deposited in PubChem by Southern Research Specialized Biocontainment Screening Center.
Dengue inhibitors: antivirals protecting cells from dengue CPE – CPE readout, HTS (AID 540333) | Dengue virus CPE inhibition in host cells; active compounds read high | CPE inhibition, % at 20 µM | 3.1% of 10,000 active; in the data active = CPE inhibition mostly above about 9.1%, no sharp cut-off; inactive = mostly below about 7.2%
* = called active by the depositor; i = inactive. An excerpt; the hit share may differ from the screen's.

Compound	Dengue inhibitors
CN1CCC(=O)N([C@H](CN=[N+]=[N-])c2ccccc2)CC1	0.2
COc1ccc(/C=C/c2nnc(NC(=O)CSc3ccc(Cl)cc3)s2)cc1	12.2*
COc1ccc2[nH]c3c(=O)n(N)c(C)nc3c2c1	i
CCNc1ccc(C(=O)OCC(=O)NC(C)c2ccccc2)cc1[N+](=O)[O-] (stereo not drawn)	3.2
O=c1[nH]c(C2CCCCC2)nc2ccccc12	0.2
Cc1ccc(C(=O)COC(=O)C(C)N2C(=O)C3C4C=CC(C4)C3C2=O)cc1 (stereo not drawn)	0.0
CCOC(=O)c1ccccc1NC(=O)C=C(C)C	0.1
O=C(O)C1=C[C@@H](c2ccc(Br)cc2)C[C@@H](OCCCCO)O1	i

Brought forward from above: 4 compounds, followed by the next part.
Compound	Dengue inhibitors
O=c1[nH]c(C2CCCCC2)nc2ccccc12	0.2
Cc1ccc(C(=O)COC(=O)C(C)N2C(=O)C3C4C=CC(C4)C3C2=O)cc1 (stereo not drawn)	0.0
CCOC(=O)c1ccccc1NC(=O)C=C(C)C	0.1
O=C(O)C1=C[C@@H](c2ccc(Br)cc2)C[C@@H](OCCCCO)O1	i
CC(=O)Nc1c(C)nn(C(C)=O)c1C	i
C=CCNc1nc(-c2ccc([N+](=O)[O-])cc2)cs1	2.6
COCCn1c(=NC(=O)C(C)(C)C)sc2cc([N+](=O)[O-])ccc21	1.1
CC(/C=N\NC(=O)c1ccc(C)nc1)=C\c1ccccc1	0.0
COC(=O)/C(=C/c1cccc([N+](=O)[O-])c1)NC(=O)c1ccc(OC)cc1	i
COc1cc(OC)cc(-c2c(C#Cc3ccsc3)c3cc(-c4cc(OC)c(OC)c(OC)c4)ccc3n2C)c1	0.6
O=C(CCSCc1cccc(Cl)c1)NCCC1=CCCCC1	i
C[C@@]12C(=O)N(Cc3ccccc3)CC(=O)N1[C@H](/C=C/c1ccccc1)[C@@H]1C(=O)N(c3ccccc3)C(=O)[C@@H]12	i
CCOC(=O)c1c(N)sc(N)c1C(=O)OCC	1.9
COC(=O)/C=C/C1=CN(Cc2ccccc2)CCC1=O	0.1
COC(=O)c1ccc(CNC(=O)COC(=O)C2CCC(C(C)(C)C)CC2)cc1 (stereo not drawn)	0.9
O=C(NCCc1nc2ccccc2[nH]1)/C(=C/c1ccco1)NC(=O)c1ccc(Br)cc1	0.2
O=C(COC(=O)c1ccc2c(c1)C(=O)N(CCc1ccccc1)C2=O)Nc1ccc(OC(F)F)cc1	0.2
CNC(=O)NC(=O)COC(=O)c1ccc(-n2c(C)ccc2C)cc1	1.3
O=C(c1cc(F)c(F)cc1Cl)N1CCN(c2ccc([N+](=O)[O-])c3ncccc23)CC1	0.2
O=C(Nc1ccc(OCc2ccccc2)cc1)c1cccc([N+](=O)[O-])c1	i
Cc1ccc2c(Cl)c(C(=O)NCCc3ccccc3)sc2c1	i
O=C(OCCc1cc2ccccc2c(=O)o1)c1ccc(F)cc1	0.7
Cc1ccc(S(=O)(=O)Nc2cc(C(F)(F)F)ccc2N2CCOCC2)cc1C	0.2
CC(=O)Nc1ccc(S(=O)(=O)NC2(C(F)(F)F)C(=O)Nc3c2c(=O)[nH]c(=O)n3Cc2ccccc2)cc1 (stereo not drawn)	i
OC(COCC1COc2ccccc2O1)CN1CCN(c2ccc(F)cc2)CC1 (stereo not drawn)	i
CCc1nnc(SCc2cccc(F)c2)nc1CC	0.4
Cc1ccnc(SCC(=O)c2cccc([N+](=O)[O-])c2)n1	1.6
COC(=O)c1ccccc1NC(=S)NC(=O)COc1ccc(C(C)C)cc1	0.2
CCCCC(=O)Nc1ccc(NC(=O)c2ccc([N+](=O)[O-])cc2Cl)cc1OC	2.5
COc1ccc(N(C(=O)c2ccc(C)cc2)S(=O)(=O)c2cccs2)cc1	0.2
COc1ccc2cnnc(SCC(=O)Nc3ccc(C(=O)O)cc3)c2c1OC	0.3
O=C(/C=C/c1c(F)cccc1Cl)Nc1ccncc1	3.1
CC1(C)CC(=O)/C(=C\c2cccc([N+](=O)[O-])c2)C(C)(C)N1	7.8
COC(=O)N/N=C1\CCCc2ccccc21	0.0
CCN(CC)c1ccc(NC(=O)Cn2c(C(C)NC(=O)c3ccccc3)nc3ccccc32)cc1 (stereo not drawn)	6.9
CCCCNS(=O)(=O)c1ccc(NC(=O)C2c3ccccc3Oc3ccccc32)cc1	i
Cc1ccc(OCC(=O)N2CCOCC2)cc1C	i
Fc1cc(Br)ccc1NC(=S)Nc1ccccc1	0.2
CC(=O)N(NC(=O)c1ccc(C)cc1)C1CC(=O)N(c2ccccc2Cl)C1=O (stereo not drawn)	0.3
NS(=O)(=O)c1cccc(NC(=O)CN2CCN(Cc3ccc4c(c3)OCO4)CC2)c1	i
Cc1ccc(S(=O)(=O)N(C)Cc2ccc(C(=O)NN=C3C4CC5CC(C4)CC3C5)cc2)cc1	0.2
COc1ccc(C2NC(=S)NC(C)=C2C(=O)Nc2ccccn2)cc1OC (stereo not drawn)	0.0
CC(=O)c1nc(N2C(=O)CC(Cc3ccccc3)C2=O)sc1C (stereo not drawn)	0.3
CC(C)c1ccccc1NC(=O)COC(=O)c1ccc(Cl)c(S(=O)(=O)N2CCCCCC2)c1	0.9
CC(=O)Nc1ccc(/C(C)=N/NS(=O)(=O)c2ccccc2)cc1	0.3
CC(Sc1nc(N)c2c3c(sc2n1)CSC(C)(C)C3)C(=O)Nc1ccccc1 (stereo not drawn)	6.6
COc1cc(C=Nc2c(C)cc(C)cc2C)ccc1OC(C)=O	5.4
CCCC1=NN(c2ccc([N+](=O)[O-])cc2)C(=O)/C1=C/N(C)C	0.2
O=C(c1ccc([N+](=O)[O-])cc1)N1CCN(Cc2ccccc2)CC1	i
Cc1ccc(-c2nnc(SCC(=O)NNC(=O)COc3ccccc3C)n2C)cc1	0.7
Nc1nc(SCC(=O)NCc2ccccc2)[nH]c(=O)c1NC(=O)c1ccccc1F	1.2
Cc1c(Cl)cccc1NC(=S)NCc1ccccc1Cl	1.7
CCC1=NN(C(=O)c2ccc(Br)cc2)C(O)(c2ccccc2)C1 (stereo not drawn)	i
O=[N+]([O-])c1ccc(Cl)cc1CNc1ccc(F)c(F)c1	i
COc1ccc(CCC(=O)OCC(=O)Nc2ccc(C)c(S(=O)(=O)N(C)C)c2)cc1	0.7
CC1=NN(C(=O)c2ccc(Cn3cc(Br)c([N+](=O)[O-])n3)o2)C(O)(C(F)(F)F)C1 (stereo not drawn)	i
COc1ccc(C)cc1N1C(=N)/C(=C2/Nc3ccccc3S2)C(c2ccccc2)C1=O (stereo not drawn)	i
O=C(c1cccc2ccccc12)N1CCN(c2ccc([N+](=O)[O-])c(NCc3ccco3)c2)CC1	i
O=C(NNS(=O)(=O)c1ccc(Br)cc1)NC1CCCCC1	i
Cc1ccc(NC(=O)c2cnccn2)cc1S(=O)(=O)N(C)C	1.1

More results:
Compound	Dengue inhibitors
CC(=O)N1N=C(C)CC1c1ccc(OCc2ccccc2)cc1 (stereo not drawn)	i
CCCn1c(SCC(=O)N2N=C3/C(=C/c4ccc(OC)cc4)CCCC3C2c2ccc(OC)cc2)n[nH]c1=O (stereo not drawn)	10.2*
COc1cc(C2Nc3ccccc3C(=O)N2c2ccc(Cl)cc2)c(Cl)cc1OCC(=O)O (stereo not drawn)	i
C=CCc1ccc(OCCOc2cccc3cccnc23)c(OC)c1	1.2
COc1ccccc1CNC(=O)c1ccc(OCC2CCCO2)cc1 (stereo not drawn)	i
O=C(/C=C/c1c(F)cccc1Cl)NCc1ccco1	0.8
COc1ccc(C(=O)NCc2nnc(SCC(=O)N3CCc4ccccc43)n2Cc2ccccc2)cc1	i
N/C(=N\OC(=O)CCCc1ccccc1)c1ccc([N+](=O)[O-])cc1	0.1
Cc1cccc(/C(N)=N/OC(=O)c2ccc(Cl)cc2Cl)c1	i
S=C(Nc1ccccc1Cl)N1CCCCC1	i
Cn1c(C(C(=O)NCC2CCCO2)N(CCc2ccccc2)C(=O)Cn2nnc3ccccc32)nc2ccccc21 (stereo not drawn)	i
O=C(CSc1nnc(-c2ccccc2)c(-c2ccccc2)n1)Nc1ccc(Br)cn1	3.3
COc1ccc(NC2=CC(c3cccc(OC)c3)N(c3ccc(OC)cc3)C2=O)cc1 (stereo not drawn)	1.4
CCCCC(=O)Nc1ccc(C(=O)Nc2ccc(OC)cc2[N+](=O)[O-])cc1	0.1
O=C(NCCN1C(=O)S/C(=C\c2ccc(F)cc2)C1=O)c1cccc(S(=O)(=O)N2CCOCC2)c1	i
CC(C)CNC(=O)C1Nc2ccc(C(F)(F)F)cc2C2C=CCC12 (stereo not drawn)	3.6
O=C(CCl)N(c1ccccc1)C1CCS(=O)(=O)C1 (stereo not drawn)	i
COc1ccc([N+](=O)[O-])cc1NC(=O)C(C)OC(=O)/C=C/c1ccco1 (stereo not drawn)	0.2
COCCn1c(SCc2nc3scc(-c4ccc(Cl)cc4)c3c(=O)[nH]2)nnc1-c1cccc(C)c1	2.3
CC(=O)Nc1ccc(OCC(O)CN2CCCCC2C)cc1 (stereo not drawn)	0.3
COc1ccc(O)c(/C=C(\C#N)C(=O)Nc2cccnc2)c1	0.7
O=C(CCS(=O)(=O)c1ccc(Br)cc1)Nc1ccccn1	i
COc1cc(CN(C2CCCCC2)S(=O)(=O)c2ccc(S(=O)(=O)N(C)C3CCCCC3)cc2)cc(OC)c1OC	i
CCNc1nc(NCC)n2c(SC(C)C(=O)c3ccc(C)cc3)nnc2n1 (stereo not drawn)	0.4
C/C(CCc1ccccc1)=N\NC(=O)c1ccccc1[N+](=O)[O-]	i
Cc1ccc(S(=O)(=O)N2CCN(c3c([N+](=O)[O-])cc(C(F)(F)F)cc3[N+](=O)[O-])CC2)cc1	3.7
COCCN(C(=S)Nc1cccc(C)c1)C(C)c1cccs1 (stereo not drawn)	2.8
CCCCn1c(N)c(N(CCOC)C(=O)CCc2ccc(OC)cc2)c(=O)[nH]c1=O	i
CCOC(=O)C1=C(N)N(c2ccc(C)cc2)C2=C(C(=O)CCC2)C1c1cccs1 (stereo not drawn)	2.2
Cc1ccc(-c2cc3c(n2-c2ccc(C(=O)O)cc2)CCCC3=O)cc1	i
CC(=O)c1cccc(NC(=S)NC(=O)c2ccccc2Cl)c1	i
CCOC(=O)c1c(NC(=O)C2(C)Cc3ccccc3C(=O)O2)sc2c1CCCC2 (stereo not drawn)	4.8

Pulled by compound from above (six):
Compound	Dengue inhibitors
COC(=O)/C(=C/c1cccc([N+](=O)[O-])c1)NC(=O)c1ccc(OC)cc1	i
CCN(CC)c1ccc(NC(=O)Cn2c(C(C)NC(=O)c3ccccc3)nc3ccccc32)cc1 (stereo not drawn)	6.9
CC1(C)CC(=O)/C(=C\c2cccc([N+](=O)[O-])c2)C(C)(C)N1	7.8
CCOC(=O)c1ccccc1NC(=O)C=C(C)C	0.1
CCCn1c(SCC(=O)N2N=C3/C(=C/c4ccc(OC)cc4)CCCC3C2c2ccc(OC)cc2)n[nH]c1=O (stereo not drawn)	10.2*
Cc1c(Cl)cccc1NC(=S)NCc1ccccc1Cl	1.7

Additional structures follow:
Compound	Dengue inhibitors
O=C(Oc1ccccc1C(=O)Nc1ccccc1)c1ccccc1Br	1.8
O=C(Nc1nc(-c2ccc(-c3ccccc3)cc2)cs1)C1=COCCO1	1.4
O=C(COc1cccnc1[N+](=O)[O-])N1CCN(S(=O)(=O)c2ccccc2)CC1	0.0
COc1ccc(NC(=S)N2CCN(CCN=CC3=C(O)CC(c4ccccc4)CC3=O)CC2)cc1 (stereo not drawn)	0.2
O=c1cc(-c2ccccc2Cl)oc2c(NS(=O)(=O)c3ccccc3OC(F)(F)F)ccc(O)c12	7.8
CN1/C(=C\C(=O)c2ccccc2Cl)c2ccccc2CC1(C)C	i
Cc1cccc(N(Cc2cc3ccccc3[nH]c2=O)S(=O)(=O)c2ccccc2)c1	0.9
Cc1cccc(OCCC(=O)Nc2ccc(C)c(S(=O)(=O)N3CCCCC3)c2)c1	16.7*
C=CCNC(=O)COc1cc(C)ccc1C	i
Cc1ccc(CNC(=O)c2ccccc2SCC(=O)NCC2CCCCC2)cc1	2.0
O=[n+]1cc(-c2ccccc2)n([O-])c2c1CCCCC2	0.8
CCCCNC(=O)CN(c1ccc(Cl)c(Cl)c1)S(C)(=O)=O	0.6
CCC1CCC(c2nnc(-c3ccc([N+](=O)[O-])cc3)o2)CC1 (stereo not drawn)	0.2
CCn1cc(/C=N\NC(=O)c2c[nH]c3ccccc23)c(C)n1	0.4
CCc1cccc2c(N=O)c(O)[nH]c12	i
O=C(O)C1=C[C@H](c2ccc3c(c2)OCO3)C[C@H](OCCCCO)O1	2.4
CC(=O)Nc1ccccc1NC(=O)c1cccc2ccccc12	0.3
COc1ccc2c(c1)c(CC(=O)Nc1ccc(C(C)=O)cc1)c(C)n2C(=O)c1ccc(Cl)cc1	5.4
O=C(N/N=C/c1ccc[nH]1)c1cccc(Br)c1	2.1
COc1cccc(NC(=S)NNC(=O)Cn2nc(C(F)(F)F)cc2C)c1	i
O=C(NC(=S)NCCc1ccccc1)C1CCCCC1	0.7
Cc1cc(OCCn2cnc3ccccc3c2=O)ccc1[N+](=O)[O-]	1.3
Cc1cc(C)cc(NCc2cc(=O)oc3cc(-c4ccccc4)c(O)cc23)c1	0.3
CCN(CC)C(=O)/C(NC(=O)c1ccccc1)=C(/Sc1ncccn1)c1ccccc1	i
CCCCCCNC(=O)CCCCCNS(=O)(=O)c1ccc(OC)cc1	0.6
CCN(C(=S)Nc1cc(S(=O)(=O)N2CCOCC2)ccc1Cl)c1cccc2ccccc12	i
